# CHT PAM = allosteric activators of human choline transporter CHT. Q9GZV3. CHT-expressing cells, membrane potential dye, choline EC20; hits give high values; LV-AA mutant CHT in HEK293 cells. B-score at 10 µM. 310,000 tested, 0.49% active;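 active = initial fluorescence not abnormally high and integrated response B-score, plate-corrected, over 3 SD above library mean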
# Target sequence (Q9GZV3 whole entry, looked up): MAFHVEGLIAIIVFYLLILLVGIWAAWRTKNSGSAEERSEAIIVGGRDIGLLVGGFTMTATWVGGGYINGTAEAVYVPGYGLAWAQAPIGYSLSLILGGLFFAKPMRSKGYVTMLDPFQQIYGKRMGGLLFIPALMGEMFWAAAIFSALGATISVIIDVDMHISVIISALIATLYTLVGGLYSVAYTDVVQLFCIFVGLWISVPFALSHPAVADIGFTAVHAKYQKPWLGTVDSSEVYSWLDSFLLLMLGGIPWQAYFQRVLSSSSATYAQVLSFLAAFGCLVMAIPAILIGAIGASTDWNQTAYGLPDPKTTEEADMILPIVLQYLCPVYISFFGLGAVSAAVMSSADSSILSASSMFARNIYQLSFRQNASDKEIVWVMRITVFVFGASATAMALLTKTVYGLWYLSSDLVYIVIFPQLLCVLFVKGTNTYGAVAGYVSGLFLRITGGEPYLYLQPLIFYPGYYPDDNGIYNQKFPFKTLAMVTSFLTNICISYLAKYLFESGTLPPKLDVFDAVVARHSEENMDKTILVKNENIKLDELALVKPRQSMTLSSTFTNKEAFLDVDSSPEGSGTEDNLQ
# OX1R antagonist = human HCRTR1 antagonism | CHO/OX1R cells, Fluo-8 calcium fluorescence, orexin A | inhibition, % at 5 µM | 330,000 tested, 0.43% active;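 active = inhibition above its plate's threshold, mean inhibition of all tested compounds on the plate plus 3 SD, cut at about 37% in these data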;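 note: 0% = orexin A challenge wells and 100% = SB-334867-A antagonist wells; not every result past the cut was called active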
# Target sequence (O43613 whole entry, looked up): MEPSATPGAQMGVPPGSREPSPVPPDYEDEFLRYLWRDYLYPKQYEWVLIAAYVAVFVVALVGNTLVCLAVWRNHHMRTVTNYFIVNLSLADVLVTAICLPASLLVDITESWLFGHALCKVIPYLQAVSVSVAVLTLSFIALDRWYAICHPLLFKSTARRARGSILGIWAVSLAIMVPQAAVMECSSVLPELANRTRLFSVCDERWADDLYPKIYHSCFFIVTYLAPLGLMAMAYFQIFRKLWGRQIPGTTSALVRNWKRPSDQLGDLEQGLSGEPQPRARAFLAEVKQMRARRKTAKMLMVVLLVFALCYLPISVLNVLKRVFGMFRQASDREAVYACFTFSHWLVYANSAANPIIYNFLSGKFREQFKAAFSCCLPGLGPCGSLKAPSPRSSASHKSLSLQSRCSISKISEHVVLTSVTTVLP
# * = called active by the depositor; i = inactive; / = no result given.
SMILES,CHT PAM,OX1R antagonist
Cc1onc(-c2c(F)cccc2Cl)c1C(=O)N(Cc1ccccc1)C(C)C,i,-15.2
O=C(NC1=NCCS1)c1cc(Cl)ccc1Cl,i,-12.4
Cc1ccc(C(=O)Nc2nnc(COc3ccccc3)s2)cc1,i,-8.0
Cc1ccccc1-n1c(SCC(=O)N2CCC(C(=O)O)CC2)nnc1-c1ccncc1,i,-13.2
COc1ccc(OCC(=O)N2CCN(C(=O)c3ccccc3)CC2)cc1,i,-15.4
CSc1ccc(S(=O)(=O)NCC(=O)OCC(=O)N(C)CC(=O)Nc2ccccc2Cl)cc1[N+](=O)[O-],i,-35.3
Cc1cc(/C=N/NS(=O)(=O)c2ccc(F)c(Cl)c2)no1,i,-5.2
CC(=O)N1CCN(CC(=O)Nc2cc(S(=O)(=O)N3CCCCC3)ccc2C)CC1,/,3.1
CCOC(=O)c1[nH]nc(-c2cc(CC)c(O)cc2O)c1-c1cscn1,i,-26.6
O=C(O)CNS(=O)(=O)/C=C/c1ccccc1,i,9.0
CC(C)C(NS(=O)(=O)c1cccc2nsnc12)C(=O)N1CCCCC1 (stereo not drawn),i,-14.9
CCOn1c(=O)c(=O)n(OCc2ccccc2)c2ccccc21,i,-8.6
CN(C)c1ncc(C(=O)O)cn1,i,5.2
Cc1cc2c(c(SCC#N)n1)C(=O)OC2,i,-12.6
COc1ccc(NC(=O)CSc2nnc(Cc3ccccc3)o2)c(OC)c1,i,-19.2
Cc1cc2cc(CN(CC3CCCO3)C(=S)NCc3ccco3)c(=O)[nH]c2cc1C (stereo not drawn),i,-42.0
CCSc1nnc(NC(=O)C2(C)Cc3ccccc3C(=O)O2)s1 (stereo not drawn),i,-9.4
CC1Cc2ccccc2N1C(=O)CSc1nnc2c(n1)[nH]c1ccccc12 (stereo not drawn),i,-28.9
CCOc1ccc(-c2cc(C(=O)NCCCn3ccnc3)c3cc(Br)ccc3n2)cc1,i,-8.8
CCN(CC)S(=O)(=O)c1ccc2nc(COC(=O)c3n[nH]c4ccccc34)[nH]c2c1,i,-9.2
CN(Cc1ccccc1)C(=O)CSc1nc2c(c(C(F)(F)F)n1)CCc1ccccc1-2,i,-24.6
CCOc1ccc(NC(=O)CSc2nnc(C(C)C)n2CC)cc1,i,-0.6
COc1ccc(-c2noc(Cn3cc(S(=O)(=O)N4CCCC4)ccc3=O)n2)cc1,/,-13.1
CCCC(O)(c1ccc(Br)cc1)C(CN1CCOCC1)c1ccc(Cl)cc1 (stereo not drawn),i,-56.9
Cc1cn([C@H]2C[C@H](O)[C@@H](CCC(=O)NCCc3c[nH]c4ccccc34)O2)c(=O)[nH]c1=O,/,-1.2
N=c1oc2c3c4c(cc2cc1C(=O)Nc1ccccc1)CCCN4CCC3,i,94.2*
CCCC(=O)Nc1cc(OC)c(C(=O)OC)cc1Cl,i,-18.7
COc1cc(O)c(C(C)=O)cc1OC,i,-20.7
COC(=O)c1sccc1NC(=O)CC1C(=O)NCCN1C(=O)c1ccc(C)c(C)c1 (stereo not drawn),i,-27.5
COc1ccc(Cn2c(=O)[nH]c3cc(C(=O)N4CCN(c5ccc(OC)cc5)CC4)ccc3c2=O)cc1,i,-21.5
CN(C)S(=O)(=O)c1cccc(C(=O)Nc2cc3c(cc2C(=O)O)OCCCO3)c1,i,4.9
CCOc1ccc(CCNC(=O)CN2C(=O)NC3(CCCCC3)C2=O)cc1OCC,i,-35.4
CN(c1ccccc1C(=O)N1CCN(c2cccc(Cl)c2)CC1)S(C)(=O)=O,i,-11.5
CCC(C(=O)Nc1ccc2[nH]ncc2c1)c1ccccc1 (stereo not drawn),i,-20.1
CN1/C(=C/C=N/n2cnnc2)C(C)(C)c2ccccc21,i,-5.6
CC(C)Cc1nc(C(N)=O)c2[nH]c(=O)n(-c3ccc(F)cc3)c2n1,i,-16.3
COc1ccc(NC(=O)CC2SC(N3CCCCC3)=NC2=O)cc1OC (stereo not drawn),/,-3.0
CC(=O)NC(c1ccco1)c1cc(Cl)c2ccccc2c1O (stereo not drawn),/,10.8
O=S(=O)(NCCCc1ccccc1)c1ccccc1,i,5.5
COc1ccc(Nc2nc(N)nc(CSC(=S)N3CCCCC3C)n2)cc1 (stereo not drawn),i,-15.4
CN(C)C(CNC(=O)C1CCN(S(=O)(=O)c2cccc(Cl)c2Cl)CC1)c1ccccc1 (stereo not drawn),i,-9.4
COc1ccc(Cc2nnc(NS(=O)(=O)c3ccccc3)s2)cc1,i,-15.3
Cc1cc(C)c(OCC(=O)Nc2ccccc2N2CCCCC2)c(C)c1,i,-19.7
COC(=O)c1onc(-c2c(C)cc(C)cc2C)c1C(=O)OC,i,-14.9
Cc1cc(NC(=O)c2cccc(S(=O)(=O)N3CCOCC3)c2)c2ccccc2n1,i,-22.0
O=C(Cc1cccc(NC(=O)C2CCN(C(=O)c3ccccc3)CC2)c1)Nc1cccc(C(=O)N2CCCC2)c1,/,15.6
O=C1C=C(c2ccc3ncccc3c2)C[C@@H](c2ccc(F)cc2)C1,/,-33.3
CNC(=O)c1sc(N2N=C3/C(=C/c4ccccc4)CCCC3C2c2ccccc2)nc1C (stereo not drawn),i,-22.7
Cc1ccnc(N2CCCC(C(=O)NC3CC3)C2)n1 (stereo not drawn),i,-12.1
O=C(NC1CCN(Cc2ccccc2)CC1)c1cc(-c2ccccn2)nc2ccccc12,7.77*,-39.0
CC(C)(C)NC(=O)c1cnn(-c2ccccc2)c1NC(=O)c1ccccc1,i,-21.4
COC(=O)c1ccc(NC(=O)Cn2nc(C)cc2C)cc1,i,-1.9
Cc1ccc(NC(=O)CSc2nnc(Cc3csc(C)n3)o2)cc1,/,-8.8
C=CCn1c(=O)c2ccccc2n2c(SC(C)C(=O)Nc3nc(-c4ccccc4)cs3)nnc12 (stereo not drawn),i,-20.1
O=C(CN(Cc1cccs1)C(=O)c1csnn1)NC1CCCC1,i,-20.0
CN(C)/C=C1\N=C(c2cccs2)OC1=O,i,-1.5
C=CCc1ccccc1OCCNCCCOC,i,-11.0
CSc1ccc(/C=N/NC(=O)CN2CCN(Cc3ccc(C)cc3)CC2)cc1,i,-20.2
COC(=O)c1ccc(NC(=O)CCCCCn2nnc3ccccc3c2=O)cc1,i,/
COc1ccc(C(=O)C2CCN(C(=S)NCC3CCCO3)CC2)cc1 (stereo not drawn),i,-2.5
# Next part.
SMILES,CHT PAM,OX1R antagonist
CC1CCN(S(=O)(=O)c2cccc(-c3csc(-c4cccnc4)n3)c2)CC1,i,-20.5
COc1cccc(/C=N/NC(=O)C(=O)N/N=C/c2cccc(OC)c2OC)c1OC,i,2.1
CCOC(=O)c1sc(N)c(C(=O)OCC)c1COC(=O)C1CC(=O)N(Cc2ccco2)C1 (stereo not drawn),i,-24.7
Cc1cc(C)n2nc(SCC3COc4ccccc4O3)nc2n1 (stereo not drawn),i,-37.0
CCCCc1nc2cc(C(=O)N3CCC(OCCOC)CC3)ccc2o1,i,-19.7
CCC1(C)CC(C(CC(=O)O)c2ccc(C)cc2)CCO1 (stereo not drawn),i,-0.3
COC(=O)[C@]1(C)N[C@H](CN(C)C(=O)Nc2ccc(F)cc2)[C@@H]2C(=O)N(C)C(=O)[C@@H]21,/,-4.3
COc1ccccc1-n1nnnc1SCC(=O)NCC1CCCO1 (stereo not drawn),i,-6.9
N#Cc1nc(-c2ccc(F)cc2)oc1NCc1ccco1,i,5.4
COc1cc(C(=O)Nc2cccnc2)cc(OC)c1OC,i,-13.2
Cc1cc(C(=O)COc2ncnc3sccc23)c(C)n1C,i,-11.5
COc1ccc(NC(=O)CS(=O)(=O)c2ccc(Br)cc2)cc1,i,-16.3
COc1ccc(-c2cc(C(=O)Nc3c(C)nn(Cc4ccccc4Cl)c3C)no2)cc1,i,-11.7
O=C(Nc1ccc(F)cc1)Nc1nnc(Cc2ccccc2F)s1,i,-0.5
Cc1ccc(CNC(=O)CCn2nc(-c3ccc(Cl)cc3)ccc2=O)cc1,i,-29.0

# Exported with tabs: entries from further up.
Structure	CHT PAM	OX1R antagonist
COc1ccc(NC(=O)CS(=O)(=O)c2ccc(Br)cc2)cc1	i	-16.3
COc1ccc(-c2cc(C(=O)Nc3c(C)nn(Cc4ccccc4Cl)c3C)no2)cc1	i	-11.7

# Later entries.
SMILES,CHT PAM,OX1R antagonist
COc1cccc(C2C(C(=O)c3cc4ccccc4o3)=C(O)C(=O)N2CCN2CCOCC2)c1 (stereo not drawn),i,-12.6
CCOC(=O)c1ccc(-c2c(-c3ccccc3OC)sc3ccc(OC)cc23)cc1F,/,-15.7
Cc1ccc(S(=O)(=O)NCc2ccc(C(=O)N3CCN(Cc4ccccc4)CC3)cc2)cc1,i,-8.7
Cc1cc(=O)n(-c2ccccc2)n1C,/,-6.0
Cc1ccc(C(=O)Nc2cc3[nH]c(=O)oc3cc2C)cc1,i,-30.7
CCOC(=O)N1CCN(S(=O)(=O)c2ccc(C)cc2)C1c1ccc(OC)cc1 (stereo not drawn),i,-37.6
Cc1ccccc1/C=C1\CCCc2ccccc2C1=O,i,-46.3
NS(=O)(=O)c1ccc(NC(=O)COC(=O)CCc2c[nH]c3ccccc23)cc1,i,-16.6
O=[N+]([O-])c1cccc2cn[nH]c12,i,2.5
O=C(CCSc1ccccc1)N1CCN(C(=O)c2ccco2)CC1,i,-6.0
O=Cc1c[nH]c2ncccc12,i,-13.4
O=C(/C=C\Nc1ccc2c(c1)OCO2)c1cccs1,i,-31.9
CC(=O)Nc1ccc(NC(=O)CSc2nccn2Cc2ccco2)cc1,i,-4.5
Cc1cnc(C(=O)OC(C)C(=O)Nc2ccccc2-c2ccccc2)cn1 (stereo not drawn),i,-3.2
Cc1cc(N/N=C/c2c[nH]c3ccccc23)c2ccccc2n1,i,-10.0
OCCC1CN(Cc2ccc3ncccc3c2)CCN1Cc1ccccc1 (stereo not drawn),i,-17.2
CCN(CC(=O)Nc1ccccc1C(F)(F)F)C(=O)c1cc(S(=O)(=O)N2CCCCCC2)ccc1OC,i,-36.6
COc1ccccc1N(CC(=O)Nc1cccnc1)S(C)(=O)=O,i,-8.3
CC1=CC(c2ccc(Cl)cc2)n2nc(NC(=O)CCC(=O)O)nc2N1 (stereo not drawn),i,-3.7
O=C(CSc1nc2ccccc2c(=O)n1-c1ccccc1)NCc1ccc2c(c1)OCO2,i,-10.3
Cc1ccccc1CS(=O)(=O)CCC(=O)O,i,-14.8
COc1ccc(C(=O)N2CCC(C(=O)NCc3ccccn3)CC2)cc1,i,-7.9
O=Cc1ccc(OCC(=O)Nc2ccccc2C(F)(F)F)cc1,i,-4.1
COC(=O)/C(C#N)=C1/C=Cc2ccccc2N1,i,3.0
CC(C)Cc1nc(SCC(=O)N2CCCCC2)c2c(=O)n(C)c(=O)n(C)c2n1,i,-21.3
CCc1ccc(NC(=O)c2cnn3c(C(F)F)cc(C)nc23)cc1,i,-9.7
COc1ccc(N(C(=O)c2ccco2)C(C(=O)NC2CCCC2)c2cccs2)c(OC)c1 (stereo not drawn),i,-26.7
CC(C(=O)NCC1CCCO1)N(C(=O)c1snc(C(N)=O)c1N)c1ccccc1 (stereo not drawn),i,-3.5
Cc1cc(N2CCC(C(=O)NC3CCCCC3)CC2)nc(-c2ccccc2)n1,i,-22.9
Cc1ccc(S(=O)(=O)NC(=O)Nc2cc(C(C)(C)C)on2)cc1,i,-11.4
CON(C)C(=O)c1ccccc1N(C)C(=O)OC(C)(C)C,/,-11.3
CCOC(=O)/C=C/S(=O)(=O)c1ccc(NC(C)=O)cc1,i,0.8
CC[n+]1ccc(/C=C2\Sc3ccccc3N2CCCS(=O)(=O)[O-])c2ccccc21,i,11.3
OC(c1nc2ccccc2[nH]1)C(O)C(O)C(O)c1nc2ccccc2[nH]1 (stereo not drawn),i,-7.1
Cn1c(=O)n(C)c(=O)n(CC(=O)N2CCCCC2)c1=O,i,-13.7
CC(Nc1nc(-c2ccc(Cl)cc2)cs1)c1nc2cc(Cl)c(N3CCCCC3)cc2n1CCOCCO (stereo not drawn),i,-15.7
CCC(=O)c1ccc(OCC(=O)NC2(C#N)CCCCC2)cc1,i,-12.6
CCN(C(=O)COc1cccc(-n2cnnn2)c1)C1CCS(=O)(=O)C1 (stereo not drawn),/,-11.7
Cc1ccc2[nH]c(=O)c3cc(C(=O)NCCC(C)C)sc3c2c1,i,/
Cc1cc(=O)oc2cc(O[C@@H]3O[C@H](CO)[C@@H](O)[C@H](O)[C@H]3O)ccc12,i,-5.7
CCN1CCCC1CN(Cc1cc2ccc(C)cc2[nH]c1=O)C(=S)Nc1ccc(F)cc1 (stereo not drawn),i,-28.9
COc1ccc(N2CCN(C(=O)CCC(=O)N3CCOc4ccc(C)cc43)CC2)cc1,i,-20.9
CC1=NOC(=O)/C1=C/c1ccc(N(C)C)cc1,i,-0.7
CCCCNC(=O)c1ccccc1Cl,i,-5.8

# Molecules shown so far that have a Cl atom, in the order listed:
SMILES,CHT PAM,OX1R antagonist
Cc1onc(-c2c(F)cccc2Cl)c1C(=O)N(Cc1ccccc1)C(C)C,i,-15.2
O=C(NC1=NCCS1)c1cc(Cl)ccc1Cl,i,-12.4
CSc1ccc(S(=O)(=O)NCC(=O)OCC(=O)N(C)CC(=O)Nc2ccccc2Cl)cc1[N+](=O)[O-],i,-35.3
Cc1cc(/C=N/NS(=O)(=O)c2ccc(F)c(Cl)c2)no1,i,-5.2
CCCC(O)(c1ccc(Br)cc1)C(CN1CCOCC1)c1ccc(Cl)cc1 (stereo not drawn),i,-56.9
CCCC(=O)Nc1cc(OC)c(C(=O)OC)cc1Cl,i,-18.7
CN(c1ccccc1C(=O)N1CCN(c2cccc(Cl)c2)CC1)S(C)(=O)=O,i,-11.5
CC(=O)NC(c1ccco1)c1cc(Cl)c2ccccc2c1O (stereo not drawn),/,10.8
CN(C)C(CNC(=O)C1CCN(S(=O)(=O)c2cccc(Cl)c2Cl)CC1)c1ccccc1 (stereo not drawn),i,-9.4
COc1ccc(-c2cc(C(=O)Nc3c(C)nn(Cc4ccccc4Cl)c3C)no2)cc1,i,-11.7
Cc1ccc(CNC(=O)CCn2nc(-c3ccc(Cl)cc3)ccc2=O)cc1,i,-29.0
CC1=CC(c2ccc(Cl)cc2)n2nc(NC(=O)CCC(=O)O)nc2N1 (stereo not drawn),i,-3.7
CC(Nc1nc(-c2ccc(Cl)cc2)cs1)c1nc2cc(Cl)c(N3CCCCC3)cc2n1CCOCCO (stereo not drawn),i,-15.7
CCCCNC(=O)c1ccccc1Cl,i,-5.8
